inhibitors of VEEV – inhibitors of VEEV TC-83 cytopathic effect, confirmation, Vero cells (AID 588727); Vero cells, VEEV TC-83 cytopathic effect inhibition; higher % means a stronger effect; inhibition, % at 20 µM; hits with a dose series show IC50 in µM; hit rate 0.13% among 350,000; in the data active = a potency from the dose series; inconclusive = inhibition mostly from about 14% at the one dose, without a potency; inactive = the rest, 99 in 100 with inhibition below about 12%; note: strong numbers were not always called active
Salmonella PhoP GFP – Inhibition of PhoP regulon, Salmonella typhi GFP reporter cells, confirmation, 4 h (AID 1850); Salmonella Typhi PhoP-promoter GFP reporter, fluorescence, 4 h; higher % means a stronger effect; inhibition, % at 50 µM, or IC50 in µM where a hit was titrated; hit rate 0.33% among 310,000; in the data active = a potency from the dose series; inconclusive = inhibition mostly from about 25% at the one dose, without a potency; inactive = the rest, 99 in 100 with inhibition below about 19%;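 note: 0% = induced wells with vehicle and 100% = uninduced wells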
M. tuberculosis HTS – M. tuberculosis growth inhibition, HTS (AID 449762); inhibition, % at 25 µM, or IC50 in µM where a hit was titrated; hit rate 0.59% among 330,000; M. tuberculosis H37Rv growth inhibition, 7H9 media; higher % means a stronger effect; in the data active = a potency from the dose series; inconclusive = inhibition above about 70% without an active follow-up result;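 note: bacterial growth assessed after seven days of incubation; strong numbers were not always called active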
M. tuberculosis – growth inhibition of non-replicating M. tuberculosis (AID 488890). Mycobacterium tuberculosis non-replicating, growth inhibition; higher % means a stronger effect. one-dose inhibition, % at 25 µM; IC50 in µM for titrated hits. hit rate 0.39% among 320,000; in the data active = a potency from the dose series; inconclusive = inhibition mostly from about 82% at the one dose, without a potency; inactive = the rest, 99 in 100 with inhibition below about 76%;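 note: plate controls were DMSO cells for no effect and high antibiotic wells for full effect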
H1N1 NS1A inhibition – H1N1 influenza NS1A inhibitors, functional cell based assay (AID 504329). NS1A functional cell-based assay, percent inhibition; higher % means a stronger effect. inhibition, % at 12.5 µM, or IC50 in µM where a hit was titrated. hit rate 0.3% among 340,000; in the data active = a potency from the dose series; inconclusive = inhibition above about 27% without an active follow-up result; note: strong numbers were not always called active
inhibitors of VEEV 10K pilot screen – also measured in inhibitors of VEEV; calls as there; inhibition, %; measured here: 10K pilot screen inhibition
The depositor's hits bear a star; i = inactive; u = inconclusive; x = not tested or not shown.

SMILES	inhibitors of VEEV	Salmonella PhoP GFP	M. tuberculosis HTS	M. tuberculosis	H1N1 NS1A inhibition	others
COc1cc2c(cc1OC)C(C)N(S(=O)(=O)c1cnc(Cl)c(Cl)c1)CC2 (stereo not given)	9.3%	3%	-6%	30%	-5%
O=C(CN1CC(c2ccccc2)CC1=O)Nc1cccc(F)c1 (stereo not given)	i	0%	-1%	8%	-12%
COc1ccc(S(=O)(=O)n2nc(OC(=O)c3ccc(C)cc3)cc2N)cc1	1.9%	-3%	-7%	4%	10%
Cc1ccc(CCC(=O)Nc2nccs2)o1	i	-20%	5%	11%	1%
CCOC(=O)CSc1nc2cc(C(=O)N3CCC(C(N)=O)CC3)ccc2c(=O)n1-c1ccccc1	2.3%	-3%	-10%	8%	1%
COC(=O)c1sccc1NC(=O)/C=C/c1ccc(Cl)cc1	0.6%	0%	9%	26%	-8%
COc1ccc(C(=O)NCCc2nnc(SCc3nc4ccccc4c(=O)[nH]3)n2C)cc1	1.2%	-4%	-4%	-13%	11%
CC1(C)NC(=O)N(CC(O)COc2ccccc2C(=O)Nc2ccccc2)C1=O (stereo not given)	0.4%	6%	-9%	3%	2%
CCN1CCN(CC(c2ccccc2)c2ccccc2)CC1	0.2%	14%	-1%	22%	-8%
O=C(CSc1nc2ccccc2c(=O)n1NC(=O)Cc1ccccc1)NCc1ccccc1	3.0%	2%	-3%	1%	-6%
CC1=C(C(=O)OC2CCCC2)C(c2coc3ccccc3c2=O)C2=C(CCCC2=O)N1 (stereo not given)	1.1%	-5%	u	57%	0%
O=C(O)CCn1c(=O)sc2ccccc21	i	-1%	-2%	-10%	4%
C=CCNC(=O)c1ccc2c3n(nc2c1)-c1ccc(C)cc1CO3	6.1%	5%	17%	19%	-11%
Cn1c(SCc2nc3ccccc3c(=O)[nH]2)nnc1-c1ccco1	i	1%	3%	-22%	-5%
CN(c1ccccc1)S(=O)(=O)c1cccc(NC(=O)CSc2nccc(=O)[nH]2)c1	0.1%	x	-1%	9%	-6%
CCCn1c(=O)[nH]c2ccccc21	0.9%	-9%	-4%	9%	9%
COc1ccc(-n2ccnc(SCC(=O)NC3CCCC3)c2=O)cc1OC	1.8%	0%	1%	-12%	0%
CC(C)(C)OC(=O)CC[C@@H](C(=O)N1CCN(C(=O)OC(C)(C)C)CC1)n1cc(C(Cc2ccc(O)cc2)NC(=O)OC(C)(C)C)nn1 (stereo not given in full)	5.2%	11%	5%	-1%	-3%
Cc1cc2c(=O)oc(-c3ccc(Br)cc3)nc2s1	i	0%	27%	u	1%
CC1(C(=O)Nc2nc3ccccc3s2)CC1(Br)Br (stereo not given)	1.1%	-3%	14%	42%	4%

Next section, starting with the last 5 of the part before.
SMILES	inhibitors of VEEV	Salmonella PhoP GFP	M. tuberculosis HTS	M. tuberculosis	H1N1 NS1A inhibition	others
CCCn1c(=O)[nH]c2ccccc21	0.9%	-9%	-4%	9%	9%
COc1ccc(-n2ccnc(SCC(=O)NC3CCCC3)c2=O)cc1OC	1.8%	0%	1%	-12%	0%
CC(C)(C)OC(=O)CC[C@@H](C(=O)N1CCN(C(=O)OC(C)(C)C)CC1)n1cc(C(Cc2ccc(O)cc2)NC(=O)OC(C)(C)C)nn1 (stereo not given in full)	5.2%	11%	5%	-1%	-3%
Cc1cc2c(=O)oc(-c3ccc(Br)cc3)nc2s1	i	0%	27%	u	1%
CC1(C(=O)Nc2nc3ccccc3s2)CC1(Br)Br (stereo not given)	1.1%	-3%	14%	42%	4%
COc1ccc(CN2CCNC(=O)C2CC(=O)NCC2CCOCC2)c(F)c1 (stereo not given)	2.0%	-8%	-1%	-10%	-13%
COCC(C)n1c(C)cc(C(=O)COc2ccc(S(=O)(=O)N3CCOCC3)cc2Cl)c1C (stereo not given)	3.5%	-11%	2%	-10%	7%	inhibitors of VEEV 10K pilot screen=7.3
O=C(COC(=O)c1ccc(Cl)nc1)Nc1nnc(-c2ccccc2)o1	1.3%	17%	62%	0%	0%
Cc1ccccc1NC(=O)Cn1nc(C(F)(F)F)cc1C1CC1	0.9%	0%	-4%	12%	17%
Cc1cc(N2CCCC2)ccc1NC(=O)COc1ccccc1	8.3%	x	x	x	1%
CCCn1cnc2cc(NCc3cccc(OC)c3)ccc21	0.4%	-11%	1%	70%	8%
O=C(CN(C(=O)c1csnn1)c1ccc(F)c(Cl)c1)NCc1ccc2c(c1)OCO2	i	8%	10%	-5%	13%
CCc1cc2c(SC(C)C(=O)NC3CCCC3)ncnc2s1 (stereo not given)	3.3%	x	46%	29%	1%
O=C1c2ccccc2-c2nnc(-c3ccccc3)cc21	8.1%	-7%	3%	10%	-3%
COc1ccccc1NS(=O)(=O)c1cc(NC(=O)CCNC(C)=O)ccc1N1CCCCC1	1.2%	4%	0%	21%	-4%
O=C(CNc1cccc(F)c1)N1CCc2ccccc2C1	0.3%	-2%	0%	71%	2%
COc1ccc(NC(=O)COC(=O)C23CCC(=O)N2c2ccccc2S3)cc1 (stereo not given)	2.2%	-22%	4%	11%	0%
CC(Oc1ccc(Br)cc1)C(=O)Nc1ccc(S(=O)(=O)NC2=NCCCCC2)cc1 (stereo not given)	2.3%	x	x	x	-3%
Cc1cc(C)nc(SCC(=O)OCC(=O)Nc2ccccc2)n1	i	3%	-2%	-17%	-1%
Cc1ccc(S(=O)(=O)N2CCN(C(=O)c3n[nH]c(=O)c4ccccc34)CC2)cc1	i	12%	3%	10%	-6%
CN(C)CCSc1nc(O)c(-c2ccccc2)c(=O)n1-c1ccccc1	i	4%	-17%	-20%	-13%
CCN(CC)c1ccc(/C=N/N2C(=O)c3ccccc3C2=O)cc1	0.9%	-8%	-1%	7%	0%
CCN(C(=O)CSc1nnc(-c2ccccc2Br)o1)C1CCS(=O)(=O)C1 (stereo not given)	3.1%	-15%	8%	12%	-4%
O=C(CCN=C1NS(=O)(=O)c2ccccc21)OCC(=O)c1ccc(F)cc1	i	0%	6%	0%	-3%
CC1CCCCC12NC(=O)N(CC(=O)c1ccc(Cl)s1)C2=O (stereo not given)	7.9%	-6%	-4%	10%	-8%
COc1ccc2cc(CNCCOCCOCCNCc3ccc4cc(OC)ccc4c3)ccc2c1	i	x	x	x	5%
CC(C)(O)C(=O)NNC(=S)NCc1ccco1	2.6%	-5%	0%	-3%	-14%
CCOC(=O)NCN1C(=O)C2C3C=CC(C3)C2C1=O (stereo not given)	i	5%	-2%	-9%	-13%
Cc1ccccc1N(C(=O)CCC(=O)Nc1ccccn1)C(C(=O)NC(C)C)c1ccc(F)cc1 (stereo not given)	0.7%	11%	3%	7%	0%
CCOc1ccc(/C=N/OC(C)C(=O)NCc2ccc3c(c2)OCO3)cc1 (stereo not given)	i	-3%	6%	63%	-7%
O=C1Nc2cc(C(=O)N3CCN(c4ccccc4F)CC3)ccc2NC1CSCc1ccccc1F (stereo not given)	x	-2%	-2%	30%	x
O=C(O)C1=C[C@H](c2csc3ccccc23)C[C@H](OCc2ccc(CO)cc2)O1	0.0%	18%	3%	56%	-1%
CC1(C)CC(NC(=O)c2ccccc2F)CC(C)(C)N1	1.2%	18%	15%	35%	-15%
CNc1ccc(/C=C/C(=O)c2ccc(C)cc2)cc1[N+](=O)[O-]	1.0%	-25%	12%	5%	10%
COc1cccc(NC(=O)C(C)N2C(=O)c3ccccc3C2=O)c1 (stereo not given)	0.6%	4%	26%	-4%	-1%
O=C(CSc1nc2c(sc3ccccc32)c(=O)n1CCO)NCc1ccco1	i	-5%	0%	-1%	-3%
Cc1ccc(C)c(/C=N/NC(=S)NC(C)C)c1	1.8%	-5%	-1%	49%	-7%
COc1ccc(OC)c(-c2c[n+](=O)c3c(n2[O-])CCCC3)c1	2.0%	9%	-3%	-19%	4%
CCC(C)(C)n1nnnc1C(c1ccc(OC)c(OC)c1)N1CCN(c2ccc(F)cc2)CC1 (stereo not given)	1.3%	-1%	-2%	27%	0%
COc1ccc(Cc2[nH]n3c(=O)cc(C)nc3c2-c2ccccc2)cc1	5.4%	10%	-2%	39%	-2%
Cc1cccc(N2CCN(C(=O)CNC(=O)C3CCCCC3)CC2)c1C	1.0%	x	x	x	10%
O=C(NCCc1c[nH]c2ccccc12)C(=O)NCC(c1ccco1)N1CCN(c2ccccc2F)CC1 (stereo not given)	i	-2%	-9%	5%	-2%
CCCCN(Cc1ccccc1)C1CCN(CCc2ccccc2)CC1	i	-7%	0%	u	-3%
CCCNC(=O)c1ccccc1NC(=O)COc1cccc2c1OC(C)(C)C2	12%	-3%	0%	5%	-1%
COc1ccc(OC)c(NC(=O)CSc2nnc(C3CCCCC3)n2N)c1	3.9%	0%	-13%	14%	2%
CN1CCN(c2nc(-c3ccc(Cl)c(Cl)c3)nc3ccccc23)CC1	3.7%	-4%	u	39%	28%
CS(=O)(=O)N1CCCC(C(=O)Nc2ccc(F)c(F)c2)C1 (stereo not given)	0.2%	x	-4%	x	-11%
CN(CCC#N)C(=O)COC(=O)c1ccc(Cl)c(S(=O)(=O)N(C)c2ccccc2)c1	1.4%	-11%	-4%	4%	-4%
CCCOC(=O)CCn1c(=S)oc2ccccc21	1.9%	7%	2%	25%	-5%
C/C(=N\NC(=O)CNC(=O)C1COc2ccccc2O1)c1ccc(Cl)cc1 (stereo not given)	1.8%	3%	1%	-1%	-2%
Cc1nc2c(-c3ccc(Cl)cc3)c(C)[nH]n2c(=O)c1Cc1ccccc1	12%	5%	u	u	-7%
O=C(CSc1nnc(SCc2ccc(Cl)cc2)s1)N/N=C/c1c[nH]c2ccccc12	i	2%	-6%	63%	-3%
COc1cc(Br)cc2cc(C(=O)OC3CCN(C)CC3)c(=O)oc12	i	-16%	15%	9%	7%
CN1CCC(N(C)S(=O)(=O)c2ccc(NC(=O)c3cccc(C#N)c3)cc2)CC1	i	x	3%	5%	-5%
CCCCCCCCCS(=O)(=O)N/N=C/c1cccc([N+](=O)[O-])c1	i	-15%	-2%	0%	-4%
Cc1cccc(C(=O)Nc2ccccc2NC(=O)c2cccc(C)c2)c1	7.8%	-11%	11%	17%	3%
Cc1ccc(-c2n[nH]c(=S)n2/N=C/c2sccc2C)cc1	1.1%	-3%	6%	10%	-13%
O=C1N(c2ccccc2)C(c2cccnc2)N2CCCN12 (stereo not given)	0.5%	2%	2%	10%	0%
CCOC(=O)C1=NOC(C(=O)NN(C)c2ncc(C(F)(F)F)cc2Cl)C1 (stereo not given)	0.7%	7%	0%	1%	-1%
CCN(CC)C(=O)c1ccccc1NC(=O)c1ccccc1SC	0.3%	-6%	4%	-2%	-12%
O=C(NCCOCC(F)(F)C(F)F)c1cc(F)c(F)cc1Cl	i	-1%	9%	31%	1%
Cn1c(=O)c2[nH]c(COc3ccccc3)nc2n(C)c1=O	2.9%	x	x	x	3%
CCCC(c1nnnn1CS(=O)(=O)c1ccc(C)cc1)N1CCN(C2CCCC2)CC1 (stereo not given)	0.5%	3%	-5%	1%	4%
CC(C)C(OC(=O)/C=C/c1ccc2c(c1)OCO2)C(=O)NC(N)=O (stereo not given)	1.4%	5%	19%	8%	0%
COc1ccc(C(=O)NCC2COc3ccccc3O2)cc1S(=O)(=O)N1CCOCC1 (stereo not given)	1.6%	x	-3%	-11%	11%

Of the compounds above, 2 have a CF3 group.
SMILES	inhibitors of VEEV	Salmonella PhoP GFP	M. tuberculosis HTS	M. tuberculosis	H1N1 NS1A inhibition	others
Cc1ccccc1NC(=O)Cn1nc(C(F)(F)F)cc1C1CC1	0.9%	0%	-4%	12%	17%
CCOC(=O)C1=NOC(C(=O)NN(C)c2ncc(C(F)(F)F)cc2Cl)C1 (stereo not given)	0.7%	7%	0%	1%	-1%

The list goes on.
SMILES	inhibitors of VEEV	Salmonella PhoP GFP	M. tuberculosis HTS	M. tuberculosis	H1N1 NS1A inhibition	others
COc1ccc(-c2cc(OC)c3ccccc3n2)cc1	i	-2%	27%	75%	4%
CCOC(=O)C1(CCOc2ccccc2)CCN(Cc2cc(OC)c3c(c2)OCO3)CC1	i	-11%	64%	40%	-1%
COc1cc(/C=N/NC(=O)C(Cc2c[nH]c3ccccc23)NC(=O)OCc2ccccc2)cc([N+](=O)[O-])c1O (stereo not given)	0.7%	-1%	2%	48%	24%
C/C(=N/NC(=O)c1cc(C2CC2)[nH]n1)c1cccs1	8.0%	12%	1%	4%	13%
CCOC(=O)/C=C/c1ccc2c(c1)S(=O)(=O)N(Cc1ccc(OC)cc1)[C@H]2CC(=O)OCC	5.3%	-9%	31%	29%	8%
Cc1ccc(C(=O)C(C)OC(=O)Cn2[nH]c(=O)c3ccccc3c2=O)cc1C (stereo not given)	1.3%	-6%	-14%	19%	6%
COC(=O)c1ccc(COc2cc([N+](=O)[O-])cc3cccnc23)o1	1.2%	-15%	-2%	19%	-6%

Screening data from PubChem.
